MBNL1-CUG inh: blocks human MBNL1 binding to CUG repeat RNA. Q9NR56. TR-FRET MBNL1-His/biotin-(CUG)12 binding, 665/545 ratio. Potency, µM (doses to about 57.5 µM), for the others: top-dose activity change, negative = inhibition, usual class: inhibitors. 0.036% of 280,000 active. AID 2675; active = well fitted inhibition curve with a large enough effect in the signal ratio, with a control signal flat, not every such curve was filed as active; inconclusive = small, poorly fitted or top-dose-only effect, or effect the other way, or a change in a side signal; inactive = no such curve, though single readings can be large or run the other way; the % refers to the signal ratio; also: potency is read from the fitted curve at half-maximal effect; % is scaled to controls: 0 for no effect and ±100 for the full control effect
Target sequence (Q9NR56 whole entry, looked up): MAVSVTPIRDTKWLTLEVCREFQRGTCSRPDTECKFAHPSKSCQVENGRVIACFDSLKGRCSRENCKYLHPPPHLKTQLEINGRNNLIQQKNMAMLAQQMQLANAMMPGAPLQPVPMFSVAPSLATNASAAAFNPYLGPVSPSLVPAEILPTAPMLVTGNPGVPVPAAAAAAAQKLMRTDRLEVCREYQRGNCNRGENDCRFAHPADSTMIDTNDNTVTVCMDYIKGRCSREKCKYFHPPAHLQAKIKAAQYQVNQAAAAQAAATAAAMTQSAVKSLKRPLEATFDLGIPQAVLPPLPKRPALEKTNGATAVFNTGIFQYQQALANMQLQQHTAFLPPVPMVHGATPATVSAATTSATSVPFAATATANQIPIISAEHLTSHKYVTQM
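Compounds (final 92 nM to 58 uM) are added to His-tagged MBNL1 and biotin-(CUG)12, then terbium anti-His antibody and streptavidin-XL665 (5 nM final). After 60 min at room temperature, the 665/545 nm ratio is read.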
TSHR antag: blocks TSH signaling through the human TSH receptor; 0.2% of 330,000 active; AID 504810; TSHR-expressing cells, TSH-stimulated cAMP HTRF, 2 h; active compounds read low; activity change, negative = inhibition, % at 11.5 µM;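 active = activity change below a set negative limit, meaning inhibition stronger than a set level, cut at about -70% in these data; inconclusive = activity change between two set negative limits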; also: % is scaled to controls: 0 for no effect and ±100 for the full control effect
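TSHR-expressing cells were treated with compounds, then stimulated with TSH at EC80 (4nM final) for 2 hours at 37 deg C. Cellular cAMP was measured by HTRF competition between lysate cAMP and cAMP-d2 for a cryptate-labelled anti-cAMP antibody.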
USP2a block: USP2a (human) protease inhibition; 0.01% of 330,000 active; Potency, µM (top dose mostly 38.3 µM), without a hit: at the top dose activity change, negative = inhibition, actives largely listed as inhibitors; USP2 core, Ub-CHOP2 coupled fluorogenic reporter, 485/531; O75604; AID 463254;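 also: potency is read from the fitted curve at half-maximal effect; plate controls were DMSO wells for no effect and full inhibition by NEM control for full effect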
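Cell-free coupled assay: 10nM USP2 core preincubated 30min RT with compound in Tris-HCl pH 8.0/CaCl2/CHAPS buffer, then 25nM Ub-CHOP2 and 25nM reporter substrate; fluorescence (Ex 485/Em 531) read after 60min RT, normalized to NEM inhibition, concentration-response curves fitted.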
Chronic BCR inh: inhibitors of chronic active B-cell receptor signaling. ABC-DLBCL IkBa-CBG/CBR reporter, luminescence ratio, 4 h. Potency, µM (titrated, usually from 46.1 µM), for inactives: top-dose ratio change, negative = lower green/red ratio, actives largely listed as inhibitors. 0.05% of 340,000 active. AID 493014; active = well fitted inhibition curve with a large enough effect in the signal ratio, with a control signal flat, not every such curve was filed as active; inconclusive = small, poorly fitted or top-dose-only effect, or effect the other way, or a change in a side signal; the % refers to the signal ratio;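 also: potency is read from the fitted curve at half-maximal effect; plate controls were basal doxycycline-induced cells for no effect and cells given 10 µM MG132 for full effect; MG132 reads +100%, hits lower the ratio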
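Compounds up to 46 uM were incubated four hours with TMD8 cells whose green CBG68 luciferase is fused to IkappaBalpha; red CBR luminescence normalised the signal, and concentration-effect curves were fitted to fusion, red and ratio data.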
Eya2 inh: inhibitors of human Eya2 phosphatase activity; O00167; recombinant Eya2, OMFP fluorescence dephosphorylation (OMFP is methylfluorescein phosphate); Potency, µM (highest dose often 76.9 µM), for the others: at the highest dose activity, negative = inhibition, actives largely listed as inhibitors; 0.006% of 330,000 active; also: potency is read from the fitted curve at half-maximal effect; % is scaled to controls: 0 for no effect and ±100 for the full control effect
Target sequence (O00167 whole entry, looked up): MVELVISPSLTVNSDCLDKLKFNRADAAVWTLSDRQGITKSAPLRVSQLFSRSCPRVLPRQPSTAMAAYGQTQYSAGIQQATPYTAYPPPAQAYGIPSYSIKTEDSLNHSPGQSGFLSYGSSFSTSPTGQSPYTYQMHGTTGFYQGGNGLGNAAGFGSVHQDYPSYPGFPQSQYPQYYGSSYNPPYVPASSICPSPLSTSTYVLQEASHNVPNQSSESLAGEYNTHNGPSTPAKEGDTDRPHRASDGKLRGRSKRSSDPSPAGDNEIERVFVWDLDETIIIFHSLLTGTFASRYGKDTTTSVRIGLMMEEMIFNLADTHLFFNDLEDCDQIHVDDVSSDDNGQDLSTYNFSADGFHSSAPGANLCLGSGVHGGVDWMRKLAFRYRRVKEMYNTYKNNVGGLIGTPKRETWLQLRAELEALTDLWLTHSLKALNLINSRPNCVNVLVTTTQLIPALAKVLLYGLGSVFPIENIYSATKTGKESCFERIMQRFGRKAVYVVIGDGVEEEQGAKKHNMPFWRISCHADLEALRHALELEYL
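Eya2 (0.2 uM) preincubated 10 min at ambient with compound, then OMFP substrate added at 50 uM; 10 min reaction in 50 mM HEPES pH 7.5, 50 mM NaCl, 5 uM MgCl2, 0.05% BSA, 1 mM DTT. Fluorescence read at Ex 485/Em 525 nm.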
PKM2 activator: PKM2 (human) enzyme activation; P14618; purified PKM2, Kinase-Glo ATP luminescence, activation; response scale: 0% is enzyme alone, no compound; Potency, µM (highest dose often 57.5 µM), for the others: at the top dose activation, actives largely listed as activators; 0.34% of 260,000 active; AID 1631; also: potency is read from the fitted curve at half-maximal effect; % is scaled to controls: 0 for no effect and ±100 for the full control effect; nearly all actives have a fitted effect of over 55% in size
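ATP formation by purified human PK-M2, quantified via coupled luciferase luminescence after 1 h at room temperature with 0.1 mM ADP and 0.5 mM PEP final.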
GALK inh: inhibitors of human galactokinase. P51570. Purified GALK, Kinase-Glo residual ATP luminescence. Potency, µM (series often up to 57.5 µM), without a hit: at the top dose activity change, negative = inhibition, usual class: inhibitors. 0.007% of 270,000 active. AID 1868; also: potency is read from the fitted curve at half-maximal effect; % is scaled to controls: 0 for no effect and ±100 for the full control effect
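Galactose (100 uM) and ATP (35 uM) were turned over by 5 nM GALK for 1 h at RT. Kinase-Glo Plus then converted the remaining ATP into a luminescent signal.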
Mito fusion act: inhibitors of mitochondrial division or activators of mitochondrial fusion; Potency, µM (series often up to 46.1 µM), for the others: at the top dose growth rescue (activation), most hits filed as activators; 0.23% of 320,000 active; S. cerevisiae fusion-defective mutant growth rescue, CellTiterGlo 48 h;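 also: potency is read from the fitted curve at half-maximal effect; % of control where 0% means no effect; nearly all actives have a fitted effect of over 45% in size; temperature-sensitive fusion mutants such as fzo1-1 at 37 °C on non-fermentable ethanol glycerol medium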
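Yeast fusion mutant, YPEG (non-fermentable carbon), compound, 48 h at 37C non-permissive; CellTiterGlo added, 10 min RT, luminescence read. Rescued growth = division inhibition.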
S-ASM inh: human S-ASM enzyme inhibition; P17405; placental ASM, HMU-PC fluorogenic substrate, 60 min; Potency, µM (titrated, usually from 57.5 µM), without a hit: top-dose activity change, negative = inhibition, most hits filed as inhibitors; 0.006% of 340,000 active; AID 504937; also: potency is read from the fitted curve at half-maximal effect
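qHTS format. ASM enzyme prepared from human placenta hydrolyses the fluorogenic substrate HMU-PC0 (9 uM final) over 60 min at 37 °C after a 10 min compound preincubation.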
KCNH2 WT inh: KCNH2 (human, wildtype) channel inhibition; Q12809; U2OS, BacMam KCNH2, thallium flux FluxOr; active compounds read low; activity change, % at 1.84 µM; 0.37% of 340,000 active; AID 720551;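 active = maximum activity change below -70%; inconclusive = maximum activity change between -70% and -50%; inactive = maximum activity change above -50%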; also: % is scaled to controls: 0 for no effect and ±100 for the full control effect
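U2OS cells were transduced with wild-type KCNH2 virus (2.03 x 10^8 / mL) for 4 h at room temperature, then cultured overnight at 37 C. Thallium flux was read with FluxOr dye. Rate constants were normalized to DMSO controls.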
Menin-MLL TR inh: inhibitors of human menin-MLL interaction, mutant MLL peptide. O00255. Menin + Texas Red MLL mutant peptide, fluorescence polarization. Potency, µM (top dose mostly 61.6 µM), for the others: top-dose FP activity change, negative = inhibition, most hits filed as inhibitors. 0.23% of 270,000 active; active = well fitted inhibition curve with a large enough effect in the polarisation, with a control signal flat, not every such curve was filed as active; inconclusive = small, poorly fitted or top-dose-only effect, or effect the other way, or a change in a side signal; inactive = no such curve, though single readings can be large or run the other way; the % refers to the polarisation; also: potency is read from the fitted curve at half-maximal effect; % of control where 0% means no effect; many of its hits are not listed in these tables
Starred values were filed as active, the others as inactive; i = inactive; ? = inconclusive; . = not tested or not shown; [ ] = another dose, or the depositor's remark. Unless noted, calls follow the shape of the dose curve; as a rule, active = well fitted curve in the direction sought with a large enough effect; inconclusive = small, poorly fitted or top-dose-only effect, or another doubt; inactive = no such curve, though single readings can be large; an effect the other way counts as inactive or inconclusive. This is a subset, so the mix of outcomes need not match the whole.

SMILES	MBNL1-CUG inh	TSHR antag	USP2a block	Chronic BCR inh	Eya2 inh	PKM2 activator	GALK inh	Mito fusion act	S-ASM inh	KCNH2 WT inh	Menin-MLL TR inh
COc1cc(/C=C/C(=O)c2c(O)ccc3c(C)cc(=O)oc23)ccc1O	7%	.	.	.	.	9%	-3%	-13%	-10%	-3	20%
Cc1ccc(S(=O)(=O)c2ccc(Cl)cc2)cc1S(N)(=O)=O	-5%	12	-2%	0%	9%	1%	3%	4%	3%	7	17%
Cc1cc(Nc2ccc(Cl)cc2)nc(-c2ccccc2O)n1	?	-11	3%	?	-2%	.	1%	4%	-29%	4	?
NS(=O)(=O)c1ccc(CCNC/C=C/c2ccccc2)cc1	-16%	18	1%	?	-26%	2%[11.5 µM]	-7%	-1%	-1%	2	-14%
CCN(CC)C(=O)COc1ccc(/C(C)=N/NC(=O)c2ccccc2O)cc1	5%	-6	2%	?	-3%	-1%	8%	5%	1%	2	0%
CCc1nnc(NC(=O)C2CCN(C(=O)NC3CCCCC3)CC2)s1	5%	16	3%	4%	-4%	-4%	-2%	1%	0%	6	9%
CCN(CC)S(=O)(=O)c1ccc2c(c1)N(CC(=O)NCc1ccco1)C(=O)CO2	2%	15	-2%	0%	-19%	-4%	.	-3%	-2%	0	.
Cc1cc(C)cc(N2CC(C)(C)C2=O)c1	.	11	0%	0%	-1%	-2%	10%	0%	-1%	2	-18%
COc1ccc(Nc2nc(C(=O)NCCCN3CCOCC3)cs2)cc1	12%	-9	1%	-1%	1%	0%	5%	2%	5%	3	-4%
Cc1ccc(NC(=O)c2cc3cccc([N+](=O)[O-])c3[nH]2)cc1	.	-3	2%	0%	-10%	0%	1%	-5%	-3%	0	.
O=S(=O)(Nc1ccccc1OC(F)F)c1ccc(S(=O)(=O)N2CCCC2)cc1	.	-8	2%	-1%	-12%	.	.	1%	3%	0	.
CCOc1ccc(/C=N/NC(=O)c2cccc3ccccc23)c(OCC)c1	-3%	11	0%	-3%	2%	0%	2%	-2%	6%	7	-8%
O=C(NCCC(=O)N1CCN(c2ccccc2F)CC1)c1ccco1	.	19	1%	0%	7%	.	.	0%	0%	12	.
CCOc1ncccc1C(=O)N1CCN(c2ccc(C(F)(F)F)cn2)CC1	1%	-12	3%	1%	-8%	3%	-2%	2%	-1%	-1	-3%
CCCCc1nnc(NC(=O)CCSc2ccccc2)s1	3%	-8	0%	9%	-7%	-4%	1%	-2%	-2%	4	1%
Cc1cccc(OC(C)C(=O)N(Cc2cccs2)C2CCS(=O)(=O)C2)c1C (configuration not stated)	5%	-1	-1%	?	-16%	-2%	-3%	3%	-2%	6	13%
CCOc1ccc(N(CC(=O)Nc2ccc(Br)cc2)S(C)(=O)=O)cc1	3%	-3	4%	0%	10%	-2%[11.5 µM]	-7%	-1%	-12%	1	?
Cc1ccc(N(C(=O)c2snc(C(N)=O)c2N)C(C(=O)NC2CCCC2)c2ccc(C)o2)cc1 (configuration not stated)	14%	3	1%	-21%	-6%	.	12%	-5%	228%[activator]	-5	6%
COc1ccc(C[C@H]2CN3C(=NC[C@@H]3Cc3ccc(O)cc3)N2C[C@H](C)NC(=O)CCC2CCCCC2)cc1	-8%	-10	1%	?	-13%	0%	1%	-5%	-2%	-12	.
Cc1ccccc1C1NC(=O)Cc2ccccc21 (configuration not stated)	-1%	13	5%	2%	6%	2%	0%	2%	3%	-4	-10%
CCOC(=O)[C@H]1[C@H]2COc3ccccc3[C@@H]2N2C(=O)CNC(=O)[C@@]12C	.	16	1%	1%	4%	.	.	-1%	-5%	.	.
Cn1c(=O)cc(OCCCC(=O)NC2CCCC2)c2ccccc21	-11%	31	-2%	?	10%	-1%	0%	2%	-2%	-1	3%
Cc1cccc(C(=O)Nc2cc(Cl)ccc2-n2cncn2)c1[N+](=O)[O-]	.	-1	-1%	-6%	-29%	.	.	8%	0%	-4	.
CC(C)(C)c1ccc(C(=O)NNc2ncccc2-n2cccc2)cc1	5%	-11	-3%	-9%	5%	1%	-1%	3%	7%	5	.
O=S(=O)(Nc1ccccc1Cl)c1ccc2[nH]c(=S)oc2c1	-4%	-8	0%	0%	6%	-7%	5%	-1%	-2%	2	.
CN(C)S(=O)(=O)c1cccc(NC(=S)N/N=C/c2cc(Br)ccc2O)c1	17%	0	-2%	?	-12%	-2%	1%	5%	170%[activator]	-7	.
COC(=O)c1ccccc1NC(=O)Cn1c(CCC(=O)O)ccc1-c1cccs1	1%	-6	-3%	7%	23%	20%	2%	0%	3%	-19	1%
COc1ccc(CCNC(=O)c2ccc(Cl)cc2Cl)cc1	0%	-4	8%	?	2%	8%	1%	2%	-2%	-2	6%
Cc1cc(NC(=O)c2ccc3c(c2)OCO3)ccc1NC(=O)c1ccco1	-1%	-5	-7%	-16%	-24%	-52%	4%	0%	0%	4	12%
CCCC(C)NC(=O)C1CCN(C(=O)C2CC(=O)N(c3ccc(C)cc3)C2)CC1 (configuration not stated)	-9%	-1	1%	-2%	12%	.	1%	-5%	-2%	0	.
COC(=O)CSc1nc2sc3c(c2c(=O)[nH]1)CCC3	-7%	13	0%	-19%	-11%	-9%	4%	6%	0%	-7	.
COc1ccc(OC)c(C(=O)COC(=O)C2CC3CCCC(C2)C3=O)c1 (configuration not stated)	-4%	-47	3%	?	-16%	10%	0%	10%	0%	0	-22%
CS(=O)(=O)N(CC(=O)N1CCCCCC1)c1ccc(Cl)cc1	2%	13	-1%	3%	?	-5%	3%	1%	4%	3	-12%
CC1CCN(c2ccc(NC(=S)NC(=O)c3ccco3)cc2)CC1	10%	-13	1%	?	-7%	6%	-6%	0%	7%	-25	5%
CS/C(=C\[N+](=O)[O-])Nc1ccc(F)cc1	-5%	.	.	.	.	-1%	2%	-7%	-1%	22	-19%
COc1ccc(NC(=O)C2CCN(C(=O)c3ccc(OC)cc3)CC2)cc1	?	9	-2%	?	-11%	13%	-1%	3%	3%	1	8%
COc1ccccc1OCC(=O)Nc1nc2c(s1)CCCC2	-4%	34	1%	1%	0%	.	4%	15%	6%	10	.
CCOc1ccc(-n2c(C)c(C(C)=O)c3cc(OCC(N)=O)ccc32)cc1	11%	11	2%	7%	-7%	7%	-2%	?	-2%	-25	?
COc1cc(/C=N/NC(=O)c2cc(C)oc2C)ccc1O	8%	-9	2%	?	1%	2%	0%	4%	28%	-14	0%
COc1ccc(-n2nc3c(c2NC(=O)C2CC2)CS(=O)(=O)C3)cc1	-6%	7	4%	-6%	-4%	-19%	6%	0%	2%	2	.
Nc1ccc(-c2nnc(-c3ccc(-c4ccccc4)cc3)o2)cc1	14%	-22	-4%	0%	-11%	-4%	0%	10%	396%[activator]	3	27%
Cc1cc2ncc(C(=O)N=CN(C)C)cn2n1	.	-7	0%	16%	0%	3%	1%	3%	1%	i	-10%
O=C(NC1CCCc2ccccc21)c1cc(Cl)ccn1 (configuration not stated)	-2%	2	-1%	-9%	-11%	1%	9%	13%	2%	-2	-14%
Cc1ccc(CSc2ccc(-c3ccc4c(c3)OCO4)nn2)cc1	5%	-11	10%	10%	7%	0%	2%	10%	.	13	19%
COc1ccc(NC(=O)COC(=O)CCc2ccccc2)c(OC)c1	-3%	-6	0%	4%	0%	5%	2%	-5%	-1%	-5	0%
O=C(CSCc1ccc(Cl)cc1)NCC1CCCO1 (configuration not stated)	-8%	-4	0%	-2%	7%	0%	0%	2%	3%	0	-6%

Compound activity (PubChem BioAssay)
